# Assay outcomes (PubChem BioAssay)
# Hep lipid drop: modulators of hepatic lipid droplet formation. AML12 mouse hepatocytes, oleate lipid droplets, BODIPY imaging. inhibition, % at 6.5 µM. 240,000 compounds, 0.4% hits;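 active = lipid droplet intensity inhibited by at least 50%, with more than 500 cells counted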
#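 Assay system: AML12 mouse liver cells | Compound: 6.5 µM single-point dosing | Schedule: Overnight exposure | Technique: Fluorescence imaging, 20x objective, two fields per well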
# T cell HTS: modulates CD8 T cell binding to vesicles; calls only at 7 µM; 330,000 compounds, 0.068% hits; 2C CD8+ T cell-vesicle binding, flow cytometry; active compounds read low;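 active = response, share of CD8 T cells binding vesicles, and their 90th percentile fluorescence all below set limits, cut at about 80% in these data, passing the limit was not always enough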
#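 Test system: purified 2C TCR transgenic mouse naive CD8+ T cells. Probe or stimulus: QL9-peptide-loaded Drosophila micro-vesicles bearing Ld, ICAM-1 and B7-1. Incubation: binding step 1.5 h, 37 °C, antibody labelling 20 min, ice. Measured by: flow cytometry of vesicle-bound cells.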
# CSM14.1 death rescue: protection against thapsigargin-triggered cell killing – 384-well, CSM14.1, ATP luminescence, primary screen (AID 1222) | CSM14.1 thapsigargin-induced death rescue, ATP luminescence; higher % means a stronger effect | one-dose cellular ATP content (survival), % at 20 µM; EC50 in µM for titrated hits | 190,000 tested, under 10 active;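 active = EC50 below 50 µM in the dose-response confirmation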;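 note: death triggered by thapsigargin at about 15 µM added after 2 h compound pretreatment; cell ATP read after overnight thapsigargin exposure of roughly 18 to 22 hours; normalized against plate controls of thapsigargin alone and 5% DMSO vehicle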
# bCat nuc transl: beta-catenin nuclear translocation modulation; HeLa beta-catenin nuclear translocation, immunofluorescence imaging; 190,000 compounds, 0.3% hits; nuclear translocation activity, % at 5 µM;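 active = nuclear translocation activity above 50% at 5 µM, with a well cell count of 50 or more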;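 note: per-cell ratio of nuclear to cytoplasmic median beta-catenin stain intensity; plate controls were DMSO negative control for no effect and GSK-3 inhibitor IX positive control for full effect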
#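 Test system: human HeLa cells, endogenous beta-catenin. Times: 24 h compound exposure, 37°C. Measured by: beta-catenin immunofluorescence imaging with DAPI.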
# Autophagy mod: modulators of autophagy; MEF GFP-LC3 puncta imaging; test concentration mostly 10 µM; calls only at 10 µM (by protocol); 190,000 compounds, 0.98% hits; AID 463193;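 active = percentage of spot-positive cells more than 3 SD above its plate mean, without a fluorescence outlier flag or 80% toxicity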;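 note: spot-positive cell cutoff set from DMSO-treated cells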
# Dynein cargo inh: dynein cargo transport inhibition; 220,000 compounds, 0.47% hits; 3617.4 mouse cells, GR-EGFP nuclear translocation imaging; test concentration mostly 20 µM; stimulated with dexamethasone, 1 µM; active compounds read low; z-score, hits read low; AID 1381;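 active = plate z-score of nuclear minus cytoplasmic receptor signal below a set negative limit, without overly bright fluorescence or cell loss, cut at about -3.5 in these data, passing the limit was not always enough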;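 note: z-score of nuclear minus cytoplasmic ring GR-EGFP intensity difference per well; some compounds called inactive have numbers as strong as hits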
#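 medium = tetracycline-free induction medium containing charcoal-stripped FBS | also added = 1.0 µM final dexamethasone stimulus | schedule = 48 h induction, 1 h compound, 30 min dex at 37 °C | technique = fixed, Hoechst-stained cells imaged at 10x for EGFP | measure = GR-EGFP nuclear translocation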
# MT stabilize HCS: microtubule stabilizers in HeLa cells. HeLa tubulin immunostaining HCS, 24 h; share of cells brighter than vehicle mean+2SD. % tubulin-high responders, % at 10 µM. 200,000 compounds, 0.83% hits. AID 2205;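 active = plate Z-score above 3 for both tubulin-high and condensed-nucleus cell shares, with cell loss under 80%, at 10 µM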;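 note: anti alpha tubulin signal scored within the nucleus-defined area of each cell; some results filed as inactive read as strong as hits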
# Insulin prom up: MIN6 insulin promoter up-regulation | MIN6 insulin promoter-GFP reporter, high-content imaging; active compounds read high | z-score at 5 µM | 190,000 compounds, 0.3% hits;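 active = z-score above 3 at 5 µM with at least 500 cells counted in the well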
# PhoP inhibition: inhibitors of PhoP regulon expression, primary screen, Salmonella Typhimurium, GFP reporter (AID 1863); 300,000 compounds, 0.16% hits; S. Typhimurium PhoP-regulated promoter GFP reporter, 4 h; higher % means a stronger effect; inhibition, % at 50 µM, or IC50 in µM where a hit was titrated;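 active = inhibition over 29.93%, a cutoff 3 SD above the screen mean, later confirmed by dose response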;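 note: 0% = low Mg2+ inducing control and 100% = high Mg2+ repressing control; strong numbers were not always called active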
# Dynein cargo inh cytoplasmic EGFP: also measured in Dynein cargo inh; calls as there; z-score; measured here: cytoplasmic GR-EGFP intensity; active compounds read high
# Dynein cargo inh nuclear GR-EGFP: second read-out of Dynein cargo inh, no call of its own (marks repeat the call); z-score; measured here: nuclear GR-EGFP intensity;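 lower value marks the stronger effect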
# Dynein cargo inh cell count: further read-out of Dynein cargo inh, marked with its call; z-score; measured here: cell count per field
# Insulin prom up cell count: also measured in Insulin prom up; calls as there; cell count; measured here: cytotoxicity, nuclei count;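 total cells summed across four imaged fields per well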
# Hep lipid drop cells 6.5 µM: recorded beside Hep lipid drop, whose call it bears; cell count; measured here: cell count, cytotoxicity flag;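 cells counted across two imaged fields per well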
# bCat nuc transl cell count 5 µM: also measured in bCat nuc transl; calls as there; cell count; measured here: cell count, cytotoxicity flag
# T cell HTS vesicle-bound %: recorded beside T cell HTS, whose call it bears; double positive events, %; measured here: CD8+ vesicle-bound cell fraction;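 binding gate set so that unloaded-vesicle control wells show 10% double positive cells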
# MT stabilize HCS Hoechst-high %: second read-out of MT stabilize HCS, no call of its own (marks repeat the call); % Hoechst-high responders; measured here: nuclear condensation Hoechst responders;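 share of cells brighter than vehicle mean plus two SD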
# MT stabilize HCS cytotoxicity %: second read-out of MT stabilize HCS, no call of its own (marks repeat the call); toxicity, %; measured here: cytotoxicity by cell density;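 0% = mean cell density of plate MIN control wells and 100% = no cells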
# Autophagy mod cell loss 18 h: also measured in Autophagy mod; calls as there; toxicity, %; measured here: cell loss, nuclei count;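 cell loss after 18 h compound exposure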
# The depositor's hits bear a star; i = inactive; · = not tested or not shown; + = active, no number. The order is random, and some 3% of all compounds hit somewhere here.
# The line under a structure holds: Hep lipid drop, Hep lipid drop cells 6.5 µM, T cell HTS, T cell HTS vesicle-bound %, CSM14.1 death rescue, bCat nuc transl, bCat nuc transl cell count 5 µM, Autophagy mod, Autophagy mod cell loss 18 h, Dynein cargo inh, Dynein cargo inh cytoplasmic EGFP, Dynein cargo inh nuclear GR-EGFP, Dynein cargo inh cell count, MT stabilize HCS, MT stabilize HCS Hoechst-high %, MT stabilize HCS cytotoxicity %, Insulin prom up, Insulin prom up cell count, PhoP inhibition
> O=C1CCCC2=C1C(c1ccccc1)CC(=O)N2c1ccc(F)cc1F (stereo unspecified)
→ -14, 712, i, 13, 1.4%, -2.3, 1090, i, -9, -0.06, -0.22, -0.4, 0.49, 2.9, 3.6, 7.0, 0.65, 1309, -1%
> COc1cccc(C(=O)Nc2nc(SCc3ccc(Cl)cc3)n[nH]2)c1
→ 7, 718, i, 10, ·, 0.3, 1304, ·, ·, -1.8, -0.26, -0.64, 1.3, ·, ·, ·, -0.28, 1116, -7%
> Cc1nn(C)c(Cl)c1/C=C/C(=O)O
→ -4, 667, i, 51, -2.5%, 0.2, 959, i, 6, 0.98, -0.33, 1.3, -0.57, 1.8, 2.4, 2.1, 0.94, 1494, -3%
> O=C(CCc1nnc(Cc2ccc3c(c2)OCO3)o1)N(CC1CCC1)CC1CCCO1 (stereo unspecified)
→ -2, 690, i, 36, ·, 1.0, 1277, ·, ·, -0.37, -0.27, -0.3, 1.3, ·, ·, ·, 0.71, 1202, 0%
> O=C(Nc1nc2ccc(S(=O)(=O)N3CCCC3)cc2s1)C1CCCCC1
→ -1, 688, i, 62, -1.4%, 2.6, 995, +, 61*, -1, 0.83, -0.11, -0.13, 34*, 21*, 64*, -0.22, 1172, 6%
> COC(=O)c1cn(C)c2ccc(S(=O)(=O)N3CC(C)CC(C)C3)cc2c1=O (stereo unspecified)
→ 6, 666, i, 31, -2.0%, -3.2, 1188, i, 3, -0.79, -0.32, -0.28, 0.27, 3.5, 1.5, 4.6, ·, ·, -1%
> Cc1ccccc1N(CC(=O)O)S(C)(=O)=O
→ 0, 715, i, 34, -1.6%, 0.3, 1031, i, -3, 0.21, -0.21, -0.24, -0.52, 3.1, 1.5, 5.9, 0.38, 1173, 5%
> Cc1ccc(-n2c3c(c(=O)[nH]c2=O)C(NS(=O)(=O)c2ccc(Cl)cc2)(C(F)(F)F)C(=O)N3)cc1 (stereo unspecified)
→ -16, 546, i, 43, 1.2%, -2.1, 1131, i, 15, -0.18, -0.11, 0.07, -1.1, 4.0, 1.4, 6.1, 0.7, 1559, 6%
> CSc1nc(N(C)NC(=O)c2ccc(Cl)cc2)c2ccccc2n1
→ 0, 638, i, 9, -1.4%, 19, 932, i, 62, 0.15, -0.21, -0.45, 0.18, 19*, 50*, 43*, -0.35, 1876, -2%
> Cc1ccccc1CSc1nncn1N
→ 12, 805, i, 58, -0.4%, 1.6, 971, i, -3, 0.67, -0.21, 0.71, -0.58, 1.5, 2.0, 29, -0.05, 1147, 9%
> CCCCN(CC)Cc1c(O)ccc2c3c(c(=O)oc12)CCC3
→ -6, 724, i, 55, ·, -0.1, 1255, ·, ·, -0.34, -0.26, -0.15, 0.16, ·, ·, ·, 0.52, 1030, -12%
> CCc1ccc(/C=C2/C(=O)N(C)C(=S)N2CC(=O)OC)s1
→ -2, 667, i, 39, -0.6%, -0.2, 1461, i, 8, 0.4, -0.14, 0.36, 0.01, 1.4, 2.2, 14, -0.4, 1461, -17%
> COc1ccc(S(=O)(=O)Nc2cc(C(=O)NC3CCCCCC3)ccc2N2CCOCC2)cc1
→ ·, ·, i, 59, -0.7%, -6.6, 950, i, 9, 0.41, -0.041, -0.11, -0.34, 2.4, 2.4, 4.9, 0.05, 1146, -5%
> O=C(CSc1n[nH]c(=O)n1C1CC1)c1ccc(F)cc1
→ -9, 620, i, 32, ·, -0.9, 1075, ·, ·, -0.049, -0.25, -0.24, 0.2, ·, ·, ·, -0.08, 1403, -5%
> O=C1CN(C(=O)CNCc2ccc(Cl)cc2)c2ccccc2N1
→ 0, 769, i, 40, ·, 0.7, 1066, ·, ·, 0.67, -0.25, 0.21, 0.1, ·, ·, ·, ·, ·, -8%
> O=C(Oc1ccccc1C(=O)Oc1ccccc1)c1cccnc1
→ 1, 714, i, 28, -2.6%, -1.8, 1060, i, -6, -0.88, 0.26, -0.3, 0.53, 9.2, 0.8, 6.6, 0.13, 1553, 7%
> CCOC(=O)NN1C(=O)c2ccccc2NC1c1ccccc1 (stereo unspecified)
→ -3, 503, i, 19, -1.3%, -0.3, 1056, i, 1, 0.38, -0.29, 0.33, 0.51, 3.8, 3.2, 3.9, 0.29, 1533, -1%
> CC1(C)CC(=O)C2=C(C1)N=C1SCCC(=O)N1C2c1ccccc1 (stereo unspecified)
→ ·, ·, i, 34, -2.1%, 2.3, 543, i, 14, 0.93, -0.17, 0.11, -0.62, 2.8, 1.4, 0.8, 1.6, 1232, -12%
> CCOC(=O)C1=C(CN2CCSCC2)NC(=O)NC1c1cc(C)ccc1C (stereo unspecified)
→ 11, 709, i, 35, -2.7%, ·, ·, i, 2, -0.23, -0.14, -0.76, 0.95, 3.9, 1.7, 5.6, 0.32, 1215, 2%
> CC(=O)Nc1ccc(NC=C(C#N)C#N)cc1
→ -1, 633, i, 44, ·, 0.4, 1380, ·, ·, -0.82, 0.012, -0.082, 0.86, ·, ·, ·, -0.65, 1045, 1%
> CN(C(=O)Nc1ccc(Cl)c(Cl)c1)c1ccccc1C(=O)O
→ 1, 626, i, 45, -1.6%, -2.3, 588, i, -11, -0.17, -0.3, -0.36, 0.23, 2.8, 4.1, 2.6, 0.96, 1270, -9%
> Cc1nc(NC(=O)COC(=O)c2cc3c(s2)CCC(C)C3)c(Cl)cc1Cl (stereo unspecified)
→ 0, 673, i, 21, -0.6%, -2.1, 1074, i, 8, 0.64, -0.27, 0.083, -0.54, 1.7, 2.4, 12, 0.28, 1463, 6%
> CCOC(=O)c1ccc(S(=O)(=O)Nc2ccc3cn[nH]c3c2)cc1
→ ·, ·, i, 20, -0.7%, -0.1, 1381, i, 5, -0.51, -0.13, 0.46, 0.0016, 1.4, 1.1, 9.0, -0.65, 1531, 14%
> COc1ccc(C(C)C)cc1S(=O)(=O)n1cnc(C)c1
→ 3, 788, i, 41, -1.2%, ·, ·, i, 6, 0.13, -0.12, 0.058, 0.075, 18*, 8.9*, 28*, ·, ·, 0%
> Cc1ccc(S(=O)(=O)N(C)C)cc1NC(=O)c1n[nH]c(=O)c2ccccc12
→ -6, 693, i, 42, ·, 1.2, 1248, ·, ·, -0.56, -0.8, -0.52, -0.099, ·, ·, ·, -0.43, 903, ·
> O=C1N=C(N2CCOCC2)S/C1=C\c1ccc(-c2ccccc2Cl)o1
→ -2, 644, i, 48, -1.9%, -1.1, 869, +, 4.7*, 2.9, 1.8, 1.7, 0.53, 7.6, 3.7, 7.6, -0.08, 1049, -32%
> COC(=O)c1ccc(N2C(=O)CC(SCC(=O)Nc3ccc(OC)cc3)C2=O)cc1 (stereo unspecified)
→ 16, 701, i, 44, ·, 0.1, 1313, ·, ·, 0.52, -0.21, 0.81, -1, ·, ·, ·, 0.22, 1055, -3%
> O=C(Nc1nnc(-c2ccc(Cl)cc2)o1)c1ccccc1Br
→ ·, ·, i, 2, -0.2%, ·, ·, i, 13, -0.57, -0.099, -0.3, -0.85, 6.3, 2.2, 1.5, -0.17, 866, 1%
> CC(C)N1CCC(N2CCN(Cc3cccc4nonc34)CC2CCO)CC1 (stereo unspecified)
→ 15, 627, i, 19, -1.0%, -0.4, 1545, i, -9, -1, -0.16, -0.56, -0.56, 1.7, 2.6, 13, 0.19, 1179, -2%
> COc1ccc(-n2cc(CNCCc3cscn3)c(-c3ccccc3Cl)n2)cc1
→ -4, 689, i, 42, -2.5%, -2.2, 874, i, 4, -0.36, -0.13, 0.12, 0.14, 1.9, 1.7, 8.3, ·, ·, -9%
> O=C1CC(N2CCOCC2)C(=O)N1c1cc(Cl)cc(Cl)c1 (stereo unspecified)
→ ·, ·, i, 49, -1.6%, -4.9, 911, i, 0, 0.38, -0.19, 0.9, -0.16, 2.7, 1.6, 10, ·, ·, 2%
> COc1cccc(CNC(=O)CCn2c(=O)oc3ccccc32)c1
→ -13, 628, i, 37, ·, ·, ·, i, 0, -0.27, -0.26, -0.2, 1.2, 1.8, 1.4, 6.6, -0.13, 1341, 10%
> O=C(CCCN1C(=O)c2cccnc2C1=O)N1CC(=O)N(CCc2ccccc2)C(=O)C1
→ ·, ·, i, 59, -1.2%, -0.6, 1404, i, -18, 0.078, -0.21, 0.21, 0.73, 2.1, 2.0, 5.2, 0.4, 1429, 2%
> c1cncc(-c2nc(NCc3ccco3)c3ccccc3n2)c1
→ -5, 477, i, 23, 0.3%, -3.3, 1082, i, 4, -0.86, -0.26, -0.43, -0.089, 4.1, 2.6, 39, -3.1, 666, -5%
